TNAP inhibition: human TNAP enzyme inhibitors, biochemical, luminescent (AID 518) | purified TNAP enzyme, luminescent substrate readout; higher % means a stronger effect | inhibition, % at 20 µM, or IC50 in µM where a hit was titrated | hit rate 0.09% among 64,000; in the data active means a potency from the dose series; inactive means the rest, 99 in 100 with inhibition below about 22%;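 further: plate controls were vehicle for no effect and reference inhibitor for full effect; many of its hits are not listed in these tables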
HPDE-C7 cytotoxicity: cytotoxicity in HPDE-C7 cells, cell-based, fluorescence, HTS (AID 430) | HPDE-C7 pancreatic duct cells viability, fluorescence; higher % means a stronger effect | cytotoxicity, % at 10 µM, or EC50 in µM where a hit was titrated | hit rate 1.8% among 63,000;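 further: cells exposed to compound for 48 hours before viability readout; 0% = vehicle and 100% = reference cytotoxic drug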
HT1080 viability: cytotoxicity in HT1080 fibrosarcoma cells, cell-based, fluorescence readout (AID 620). HT1080 viability, fluorescence; higher % means a stronger effect. cytotoxicity, % at 10 µM, or EC50 in µM where a hit was titrated. hit rate 0.42% among 87,000;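 further: cells exposed to compound overnight then 4 h with Alamar Blue; 0% = vehicle DMSO and 100% = killing control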
MK inhibit: inhibitors of Streptococcus pneumoniae mevalonate kinase. AID 555. purified MK, PK/LDH-coupled NADH absorbance 340 nm. inhibition, % at 10 µM. hit rate 0.48% among 65,000;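 active means ranked among the strongest by inhibition in the single 10 µM screen, a fixed top-ranked set picked for dose follow-up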; further: no value below 0 was filed
HPDE-C7K KRASV12: cytotoxicity in KRAS-transformed pancreatic duct cells, primary screen, cell-based, fluorescence, HTS (AID 431); HPDE-C7K KRASV12 cells, Alamar Blue viability, 48 h; higher % means a stronger effect; one-dose cytotoxicity, % at 10 µM; EC50 in µM for titrated hits; hit rate 1.7% among 63,000;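 active means compounds whose percent cytotoxicity in the single-dose primary screen, scaled between solvent and toxic-drug controls, exceeds 50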;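 further: 0% = DMSO solvent wells and 100% = doxorubicin-treated wells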
LYP inhibition: LYP phosphatase inhibitors, primary screen, biochemical, DiFMUP fluorescence, recombinant catalytic domain, 10 µM (AID 606). recombinant LYP catalytic domain, DiFMUP fluorescence; higher % means a stronger effect. inhibition, % at 10 µM, or IC50 in µM where a hit was titrated. 52,000 tested, under 10 active;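 active means IC50 under 40 µM in the dose-response test; inactive means IC50 of 40 µM or more, or never dose-tested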
PMK inhibit: inhibitors of Streptococcus pneumoniae phosphomevalonate kinase. purified PMK, PK/LDH-coupled NADH absorbance 340 nm. inhibition, % at 10 µM. hit rate 0.49% among 65,000. AID 539;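 active means top-ranked compounds by inhibition in the single 10 µM screen, taking a fixed number of the strongest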;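 further: 0% = full reaction with DMSO carrier and 100% = background rate without enzyme reaction; no value below 0 was filed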
Spn DPM-DC inh: inhibitors of Streptococcus pneumoniae diphosphomevalonate decarboxylase; purified DPM-DC, PK/LDH coupled NADH fluorescence; calls only at 10 µM; hit rate 0.49% among 65,000; AID 556;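 active means the 320 compounds with the highest percent inhibition in the single-dose primary screen, excluding strongly autofluorescent ones, cut at about 32% in these data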;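 further: kinetic rate of NADH fluorescence loss reporting ADP formed by the decarboxylase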
Bfl-1 displacement: Bfl-1 inhibitors, primary screen, biochemical, fluorescence polarization, FITC-Bid, mouse (AID 432). FITC-Bid BH3 peptide fluorescence polarization displacement; higher % means a stronger effect. one-dose displacement, % at 20 µM; IC50 in µM for titrated hits. hit rate 0.02% among 64,000; in the data active means a potency from the dose series; inactive means the rest, 99 in 100 with displacement below about 15%; further: strong numbers were not always called active
PMK inhibit pilot replicates: further read-out of PMK inhibit, marked with its call; inhibition, %; measured here: pilot screen replicates
MK inhibit pilot replicates: second read-out of MK inhibit, no call of its own (marks repeat the call); inhibition, %; measured here: pilot screen replicates
Spn DPM-DC inh pilot screen %: further read-out of Spn DPM-DC inh, marked with its call; inhibition, %; measured here: pilot screen trials
* = called active by the depositor. Unless noted, no stated cut-off is given here; in the data, active means cytotoxicity above about 50%; inactive means the rest. This is a random part of the collection; overall some 3.6% were active at least once.

COc1ccc(-c2csc(N3CCOCC3)n2)cc1OC was read as TNAP inhibition 10.2%, HPDE-C7 cytotoxicity -3.2%, HT1080 viability -20.0%, MK inhibit 12.0, HPDE-C7K KRASV12 2.9%, PMK inhibit 11.0, Spn DPM-DC inh inactive and Bfl-1 displacement -12.8%.
Cc1ccc(OCCn2ccc(=O)[nH]c2=O)cc1C was read as TNAP inhibition 5.3%, HPDE-C7 cytotoxicity -7.1%, HT1080 viability 5.2%, MK inhibit 8.0, HPDE-C7K KRASV12 9.2%, LYP inhibition 12.8%, PMK inhibit 18.0, Spn DPM-DC inh inactive and Bfl-1 displacement -1.9%.
Screening CCN(CC)CCN1C(=O)C(O)=C(C(=O)c2cc3ccccc3o2)C1c1cccnc1 (stereo unspecified) returned TNAP inhibition 12.7%, HPDE-C7 cytotoxicity 9.0%, HT1080 viability -3.7%, MK inhibit 2.0, HPDE-C7K KRASV12 13.8%, LYP inhibition -6.7%, PMK inhibit 10.0, Spn DPM-DC inh inactive and Bfl-1 displacement -3.2%.
For CCN(Cc1ccccc1)C(c1cccc(C#N)c1)c1nnnn1C(C)(C)C (stereo unspecified) the results were TNAP inhibition 14.3%, HPDE-C7 cytotoxicity 7.8%, HT1080 viability 31.2%, MK inhibit 9.0, HPDE-C7K KRASV12 7.6%, LYP inhibition 6.4%, PMK inhibit 4.0, Spn DPM-DC inh inactive and Bfl-1 displacement -0.8%.
`COC(=O)CSc1nc2cc(OC)ccc2cc1C#N` gave TNAP inhibition -1.3%, HT1080 viability -0.9%, MK inhibit 4.0, LYP inhibition -2.4%, PMK inhibit 2.0, Spn DPM-DC inh inactive and Bfl-1 displacement 2.4%.
CCCCN(CC)C(=O)c1ccc(Cl)c(Cl)c1 was read as TNAP inhibition 8.4%, HPDE-C7 cytotoxicity -7.9%, HT1080 viability -3.5%, MK inhibit 10.0, HPDE-C7K KRASV12 -3.6%, LYP inhibition 10.0%, PMK inhibit 0.0, Spn DPM-DC inh inactive and Bfl-1 displacement 2.6%.
COc1cc(C2CC(=O)N(CC(=O)NCc3ccco3)c3ccccc3S2)cc(OC)c1OC (stereo unspecified) was read as TNAP inhibition 4.7%, HPDE-C7 cytotoxicity -5.7%, HT1080 viability 0.4%, MK inhibit 2.0, HPDE-C7K KRASV12 -3.7%, LYP inhibition 5.9%, PMK inhibit 8.0, Spn DPM-DC inh inactive and Bfl-1 displacement -3.3%.
For CC1CCc2nc(NC(=O)CN3CCN(Cc4ccc5c(c4)OCO5)CC3)sc2C1 (stereo unspecified) the results were TNAP inhibition 7.1%, HPDE-C7 cytotoxicity 47.3%, HT1080 viability 1.8%, MK inhibit 4.0, HPDE-C7K KRASV12 56.9%*, LYP inhibition 9.4%, PMK inhibit 0.0, Spn DPM-DC inh inactive, Bfl-1 displacement -4.6%, PMK inhibit pilot replicates 5.5, MK inhibit pilot replicates 3.0 and Spn DPM-DC inh pilot screen % 0.0.
For Cn1c(=O)c(=O)n(C)c2cc(S(=O)(=O)N3CCN(c4cccc(C(F)(F)F)c4)CC3)ccc21 the results were TNAP inhibition 13.7%, HPDE-C7 cytotoxicity 71.5%*, HT1080 viability 9.4%, MK inhibit 4.0, HPDE-C7K KRASV12 80.1%*, LYP inhibition 0.3%, PMK inhibit 2.0, Spn DPM-DC inh inactive, Bfl-1 displacement 0.1%, PMK inhibit pilot replicates 1.0, MK inhibit pilot replicates 3.0 and Spn DPM-DC inh pilot screen % 15.5.
COc1ccc(OC)c(CCNC(=O)Cn2sc3nc(C)cc(C)c3c2=O)c1 was read as TNAP inhibition 37.1%, HPDE-C7 cytotoxicity -2.8%, HT1080 viability 1.8%, MK inhibit 24.0, HPDE-C7K KRASV12 7.8%, LYP inhibition -18.2%, PMK inhibit 9.0, Spn DPM-DC inh inactive and Bfl-1 displacement 0.4%.
Screening O=S1(=O)CCN2C=Nc3sc4c(c3C2=N1)CCCC4 returned TNAP inhibition 8.8%, HPDE-C7 cytotoxicity 2.3%, HT1080 viability 1.8%, MK inhibit 6.0, HPDE-C7K KRASV12 9.8%, LYP inhibition 3.1%, PMK inhibit 13.0, Spn DPM-DC inh inactive and Bfl-1 displacement 2.8%.

2 successive entries out of the list so far:
Cc1ccc(OCCn2ccc(=O)[nH]c2=O)cc1C was read as TNAP inhibition 5.3%, HPDE-C7 cytotoxicity -7.1%, HT1080 viability 5.2%, MK inhibit 8.0, HPDE-C7K KRASV12 9.2%, LYP inhibition 12.8%, PMK inhibit 18.0, Spn DPM-DC inh inactive and Bfl-1 displacement -1.9%.
Screening CCN(CC)CCN1C(=O)C(O)=C(C(=O)c2cc3ccccc3o2)C1c1cccnc1 (stereo unspecified) returned TNAP inhibition 12.7%, HPDE-C7 cytotoxicity 9.0%, HT1080 viability -3.7%, MK inhibit 2.0, HPDE-C7K KRASV12 13.8%, LYP inhibition -6.7%, PMK inhibit 10.0, Spn DPM-DC inh inactive and Bfl-1 displacement -3.2%.

Screening data from PubChem BioAssay.
